HepG2 viability = HepG2 cytotoxicity, counter-screen for TGF-b inhibitors | AID 588856 | HepG2 CAGA-GFP viability, ATP luminescence, 18 h | 0.76% of 410,000 active | Potency, µM (highest dose often 46.1 µM), for the others: at the highest dose activity change, negative = cytotoxicity, usual class: cytotoxic; also: potency is read from the fitted curve at half-maximal effect; some results filed as inactive show a strong effect at the top dose
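CellTiter-Glo luminescence gave cytotoxicity after 18 hours at 37 degrees C. The cells were HepG2 CAGA-GFP in 1% FBS DMEM, stimulated with 500 pg/mL TGF-beta after compound addition. %Activity was normalised to no-cell wells (complete cell-killing) and DMSO (no toxicity), and curves were fitted and classified.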
CCT chaperon mod = cytosolic chaperonin activity modulation; purified chaperonin ATPase assay, HTRF ADP detection, 30 min; 0.3% of 360,000 active; AID 651819; activity change, % (test concentration not listed), hits read low; in the data active = activity change below about -30%; also: % is scaled to controls: 0 for no effect and ±100 for the full control effect
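ATPase activity: ADP formed was measured by HTRF Transcreener (665/615 nm ratio) after 30 min at 37 deg C with 10 uM ATP. Compounds screened at one 76 uM concentration against 40 or 20 nM TRiC in Tris pH 7.4/KCl/MgCl2/DTT buffer.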
Akt phos inh = inhibitors of Akt phosphorylation; activity change, % for hits at 50 µM; Neuro2A IGF-stimulated pAkt S473 HTRF, 20 min; stronger effect = lower value; 0.32% of 360,000 active; AID 651550; in the data active = activity change below about -80%; inconclusive = mostly about -51% to -80%; also: % is scaled to controls: 0 for no effect and ±100 for the full control effect
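Neuro2A cells (4,500/well, DMEM with 0.5% FBS) were treated with compound at a single 50 µM final concentration, stimulated with 6 nM IGF for 20 min at 37 °C, and lysed. Phospho-Akt Ser473 was read by HTRF as 665/615 ratio ×10^4.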
S2 tox = viability counter-screen for ATXN expression inhibitors | S2 cells (HEK-293 line with an ATXN2-luciferase reporter) viability, CellTiter-Fluor protease fluorescence, 24 h | Potency, µM (top dose mostly 56.7 µM), actives largely listed as cytotoxic | 0.49% of 400,000 active | AID 651635; also: potency is read from the fitted curve at half-maximal effect; nearly all actives have a fitted effect of over 40% in size
MmCpn inh = M. maripaludis TRiC chaperonin inhibition. purified Mm-Cpn ATPase, ADP Transcreener TR-FRET. Potency, µM (highest dose often 76.9 µM), for inactives: at the highest dose activity, negative = inhibition, most hits filed as inhibitors. 0.031% of 330,000 active; also: potency is read from the fitted curve at half-maximal effect; % is scaled to controls: 0 for no effect and ±100 for the full control effect; nearly all actives have a fitted effect of over 80% in size
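25 nM Mm-CPN + cpd, 10 min 37°C; + 10 uM ATP, 30 min 37°C; buffer 30 mM Tris pH 7.4, 100 mM KCl, 5 mM MgCl2, 1 mM DTT; Transcreener ADP HTRF detection 30 min RT.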
A549 viability = kills or reduces viability of A549 cells in Nrf2 counter-screen; 0.16% of 390,000 active; A549 ARE-Fluc cells, CellTiter-Fluor viability, 18-24 h; Potency, µM (highest dose often 46 µM), for inactives: top-dose activity change, negative = cytotoxicity, most hits filed as inhibitors; also: potency is read from the fitted curve at half-maximal effect; % is scaled to controls: 0 for no effect and ±100 for the full control effect
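A549 ARE_Fluc cells in 5% FBS OPTI-MEM were exposed to compounds in concentration-response for 18-24 h at 37 deg C. Viability was read by CellTiter-Fluor fluorescence (Ex 405/Em 525) after 30 min, before the luciferase read.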
Nrf2 block = inhibitors of Nrf2 signaling. AID 504444. Potency, µM (series often up to 46 µM), for inactives: at the highest dose activity change, negative = inhibition, actives largely listed as inhibitors. A549 ARE-Fluc reporter, luciferase luminescence, 18-24 h. 2.1% of 360,000 active; also: potency is read from the fitted curve at half-maximal effect; % is scaled to controls: 0 for no effect and ±100 for the full control effect; nearly all actives have a fitted effect of over 60% in size
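Nrf2 function is reported as luminescence of an ARE-controlled luciferase in A549 cells. Compounds were tested at several concentrations, and a CellTiter-Fluor read on the same wells flagged cytotoxicity.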
TGFb SMAD3 inh = inhibitors of TGF-b signaling; HepG2 CAGA-GFP TGF-b/SMAD3 reporter, GFP fluorescence, 18 h; TGF-beta stimulated, 500 pg/mL final; Potency, µM (highest dose often 46.1 µM), inactives show top-dose activity, negative = inhibition, hits mostly inhibitors; 1.2% of 410,000 active; AID 588855; also: potency is read from the fitted curve at half-maximal effect; % is scaled to controls: 0 for no effect and ±100 for the full control effect; nearly all actives have a fitted effect of over 65% in size
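Smad-responsive CAGA-GFP expression was quantified in HEPG2 cells exposed to compounds and 500 pg/mL final TGF-beta for 18 h at 37 degrees C; unstimulated wells defined full inhibition.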
Nrf2 activator = activators of Nrf2 (ARE) signaling. Potency, µM (series often up to 46.1 µM), without a hit: top-dose activation, actives largely listed as activators. AREc32 ARE-luciferase reporter (MCF7-derived line), luminescence, 24 h. 0.31% of 410,000 active; also: potency is read from the fitted curve at half-maximal effect; % of control where 0% means no effect; nearly all actives have a fitted effect of over 65% in size
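ARE activation measured as luciferase luminescence (Steady-Glo, 30 min RT) in AREc32_Fluc cells after 24 hr compound exposure at 37 deg C, 5% CO2; cells seeded overnight at 1000/well in OPTI-MEM, 5% FBS.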
Starred values were filed as active, the others as inactive; i = inactive; ? = inconclusive; . = no result given; [ ] = remark or other dose. Unless noted, calls follow the shape of the dose curve; as a rule, active = well fitted curve in the direction sought with a large enough effect; inconclusive = small, poorly fitted or top-dose-only effect, or another doubt; inactive = no such curve, though single readings can be large; an effect the other way counts as inactive or inconclusive.

Values run as follows: Nrf2 block, MmCpn inh, Nrf2 activator, Akt phos inh, HepG2 viability, S2 tox, CCT chaperon mod, A549 viability, TGFb SMAD3 inh
#1 O=C(NCc1ccco1)c1ccc(Cn2c(=O)c3ccccc3n(Cc3cccc(F)c3)c2=O)cc1
    -26%, 0%, 2.7%, i, -29%, i, -0.9, 1%, -32%
#2 CC(C)C1(C)N=C(c2ncccc2C(=O)O)NC1=O (configuration not stated)
    6%, -1%, 0.1%, i, -1%, ?, -4.3, -7%, -1%
#3 CCOC(=O)c1ccc(NC(=O)c2cccn(Cc3ccc(C)cc3)c2=O)cc1
    ., ., -0.3%, ., -2%, i, ., ?, ?
#4 Cc1cc(C=C2C(=O)N(C)C(=O)N(C)C2=O)c(C)n1-c1ccccc1
    3%, 1%, 0.0%, i, 0%, i, -0.3, -5%, -9%
#5 O=C1Nc2ccccc2/C1=C/c1cnc[nH]1
    7.3µM*, -8%, 3.8%, i, -12%, i, -3.6, 6%, -11%
#6 CN(C)c1ccc(/C=C/[N+](=O)[O-])cc1
    ?, 0%, 0.5%, i, -12%, i, -6.1, 0%, -17%
#7 CCn1c(=N)n(Cc2ccccc2F)c2ccccc21
    -9%, 1%, 1.8%, i, -22%, ?, 1.3, 2%, -11%
#8 Cc1cccc(-n2c(-c3ccco3)nc3ccccc3c2=O)c1C
    -10%, 3%, -1.3%, i, -13%, ?, 2.3, -6%, -19%
#9 N#Cc1ccc(NC(=O)CN2CCCCCC2)cc1Cl
    6%, 1%, 6.0%, i, -21%, i, 0.3, 7%, -5%
#10 CN(C)/C=c1\sc2c(C#N)cc(C(=O)c3ccc(Br)cc3)n2c1=O
    ?, 1%, 1.1%, i, -8%, i, -0.9, -14%, -6%
#11 COc1ccc(CN2C(=O)NC(=O)/C(=C/c3cc(OC)c(OC)c(OC)c3)C2=O)cc1
    4%, 0%, 3.0%, i, -3%, i, 0.3, 7%, 6%
#12 O=S(=O)(c1cc(Cl)cc(Cl)c1)N1Cc2cc(-c3cccc(F)c3)ccc2-n2nncc2C1
    ., ., -0.8%, i, 3%, i, 0.9, ., -2%
#13 CC(C)C(=O)Nc1ccc(C(=O)NCc2cccnc2)cc1
    ?, 0%, 2.1%, i, -7%, i, -0.2, -1%, -3%
#14 CN(C)c1ccc(P(=O)(OC2CCCCC2)C(Nc2ccccc2)c2cccnc2)cc1 (configuration not stated)
    -19%, 1%, -0.1%, i, -10%, i, -0.5, -1%, -3%
#15 CC(Cc1ccccc1Sc1ccccc1O)N(C)C (configuration not stated)
    9%, 1%, 0.2%, i, -20%, i, -4.5, 0%, 38%[activator]
#16 CC#CP(=O)(OC)C(O)(CF)c1ccccc1 (configuration not stated)
    -7%, -1%, -0.7%, i, 5%, i, 0.2, -9%, 1%
#17 O=C1COc2ccc(C(=O)COC(=O)Cc3ccccc3)cc2N1
    7%, 3%, 0.1%, i, 7%, i, 2.2, -8%, 0%
#18 CC(=NNC(=S)N1CC2CCC(CC2)C1)c1nccs1
    1.5µM*, ., 5.6%, i, -28%, ?, -2.7, ?, ?
#19 c1ccc(C(OCCN2CCNCC2)c2ccccc2)cc1
    3%, 0%, 3.0%, i, -5%, i, -1.8, -3%, -3%
#20 COC(=NC1CCCCC1)C(O)c1c[nH]c2ccccc12 (configuration not stated)
    11%, -1%, -0.5%, i, 2%, i, 1.7, 3%, -6%

Some of the entries above, set out differently:
item | smiles | Nrf2 block | MmCpn inh | Nrf2 activator | Akt phos inh | HepG2 viability | S2 tox | CCT chaperon mod | A549 viability | TGFb SMAD3 inh
11 | COc1ccc(CN2C(=O)NC(=O)/C(=C/c3cc(OC)c(OC)c(OC)c3)C2=O)cc1 | 4% | 0% | 3.0% | i | -3% | i | 0.3 | 7% | 6%
12 | O=S(=O)(c1cc(Cl)cc(Cl)c1)N1Cc2cc(-c3cccc(F)c3)ccc2-n2nncc2C1 | . | . | -0.8% | i | 3% | i | 0.9 | . | -2%
13 | CC(C)C(=O)Nc1ccc(C(=O)NCc2cccnc2)cc1 | ? | 0% | 2.1% | i | -7% | i | -0.2 | -1% | -3%
14 | CN(C)c1ccc(P(=O)(OC2CCCCC2)C(Nc2ccccc2)c2cccnc2)cc1 (configuration not stated) | -19% | 1% | -0.1% | i | -10% | i | -0.5 | -1% | -3%
15 | CC(Cc1ccccc1Sc1ccccc1O)N(C)C (configuration not stated) | 9% | 1% | 0.2% | i | -20% | i | -4.5 | 0% | 38%[activator]
16 | CC#CP(=O)(OC)C(O)(CF)c1ccccc1 (configuration not stated) | -7% | -1% | -0.7% | i | 5% | i | 0.2 | -9% | 1%
17 | O=C1COc2ccc(C(=O)COC(=O)Cc3ccccc3)cc2N1 | 7% | 3% | 0.1% | i | 7% | i | 2.2 | -8% | 0%
18 | CC(=NNC(=S)N1CC2CCC(CC2)C1)c1nccs1 | 1.5µM* | . | 5.6% | i | -28% | ? | -2.7 | ? | ?
19 | c1ccc(C(OCCN2CCNCC2)c2ccccc2)cc1 | 3% | 0% | 3.0% | i | -5% | i | -1.8 | -3% | -3%
20 | COC(=NC1CCCCC1)C(O)c1c[nH]c2ccccc12 (configuration not stated) | 11% | -1% | -0.5% | i | 2% | i | 1.7 | 3% | -6%

Continuation.
Values run as follows: Nrf2 block, MmCpn inh, Nrf2 activator, Akt phos inh, HepG2 viability, S2 tox, CCT chaperon mod, A549 viability, TGFb SMAD3 inh
#21 Cc1cc(C)nc(NS(=O)(=O)c2ccc(N=Cc3c(O)n(C)c(=O)n(C)c3=O)cc2)n1
    1%, 1%, -0.5%, i, 3%, i, 0.8, 8%, 13%
#22 COc1ccc(NP(=O)(Nc2ccc(OC)cc2)Oc2ccccc2)cc1
    -17%, -2%, 0.1%, i, 1%, i, -0.6, -7%, 6%
#23 OCC1CN1C1CCCCC1 (configuration not stated)
    8%, ., -0.3%, i, -1%, i, -0.1, -5%, 0%
#24 CN1Cc2cccnc2N(C)Cc2cc(Cl)ccc21
    -20%, 0%, -0.5%, i, -6%, ?, -3.8, 8%, ?
#25 CCOC(=O)C1(c2ccccc2)CCN(Cc2cccc(C(=O)O)c2)CC1
    0%, 3%, -0.7%, ., 5%, i, 1.6, 1%, -6%
#26 CCCCCCn1c(O)c(C(C)=NC)c(=O)[nH]c1=O
    4%, 1%, 0.0%, i, 1%, i, 1.6, 4%, 4%
#27 Clc1ccc(CCNCc2ccncc2)c(Cl)c1
    -3%, -1%, 0.1%, i, -7%, i, -1.6, -5%, 12%
#28 CC1CCCCN1C(=O)Cn1cc(C=C2C(=O)N(C)C(=O)N(C)C2=O)c2ccccc21 (configuration not stated)
    -6%, 2%, -0.5%, i, -5%, i, -3.0, 0%, 111%[activator]
#29 COc1cc2c(cc1OC)-c1c(OC)c(OC)cc3c1[C@H](C2)[N+](C)(C)CC3
    8%, -2%, 1.6%, i, -18%, i, 0.0, 0%, -14%
#30 COc1ccc(NC(=O)c2cn(CCC#N)nc2-c2ccc([N+](=O)[O-])cc2)cc1
    3%, 0%, -0.4%, i, 7%, i, 0.9, 1%, 0%
#31 COCC(=O)Nc1nnc(SCC(=O)NCc2cccs2)s1
    -10%, -9%, 0.3%, i, -1%, i, -0.7, -12%, ?
#32 Cc1cccc(NC(=O)[C@@H](NC(=O)N2C[C@H]3C[C@@H](C2)c2cccc(=O)n2C3)C(C)C)c1
    16%, -3%, -0.8%, i, 1%, i, 1.2, -3%, 9%
#33 C=CCn1c(O)c(C(CC)=Nc2ccc(C(=O)O)cc2)c(=O)[nH]c1=O
    4%, 2%, 0.2%, i, -8%, i, -0.5, -1%, -22%
#34 CC(=O)c1ccc(N2CCN(S(=O)(=O)c3cc(-c4onc(C)c4C)ccc3C)CC2)cc1
    9.2µM*, ., 0.6%, ., -21%, ., ., -1%, ?
#35 CCn1cc(CN(C)S(=O)(=O)c2ccc3ccccc3c2)c(C)n1
    ?, 2%, 0.1%, i, 1%, i, 0.9, -7%, 0%
#36 Cc1nn(Cc2ccccc2Cl)c(Cl)c1C(=O)O
    2%, -3%, -0.2%, i, 2%, i, -1.7, 8%, 0%
#37 COc1ccccc1-n1c(/C=C/c2ccc(O)cc2)nc2ccccc2c1=O
    -22%, -2%, 0.3%[9.22 µM], i, -12%, i, 1.4, -3%, 6%
#38 CNCCc1ccc(OC)c(OC)c1
    1%, 0%, -0.4%, i, -4%, i, 1.0, 11%, 1%
#39 CC(C)C[C@H]1CN([C@@H](CC(C)C)CN2CCCC2CN2C(=S)NC[C@@H]2Cc2ccc(O)cc2)C(=S)N1CC1CCCCCC1 (some centres not stated)
    ?, ., -1.1%, i, 4%, i, 1.4, -16%, -25%
#40 O=[N+]([O-])c1ccc(OP(=O)(O)Oc2ccc([N+](=O)[O-])cc2)cc1
    -3%, ., 2.4%, i, 0%, i, -0.6, 8%, -9%
#41 CCCn1c(C)c(C(=O)c2cccc3ccccc23)c2ccccc21
    17%, -10%, 5.4%, i, -32%, i, 2.2, -4%, -26%
#42 CSc1ncc(/C=C2/C(=O)NC(=O)N(c3ccc(C(C)C)cc3)C2=O)cn1
    0%, 0%, 0.1%, i, 4%, i, -0.4, 10%, 7%
#43 O=C(CSCc1ccccc1)Nc1ccc2c(c1)OCO2
    ?, -1%, 2.6%, i, -17%, i, 0.1, -7%, 0%
#44 O=c1[nH]c(O)c(/C=C2/C=CC(c3cc(Cl)ccc3Cl)=N2)c(=O)[nH]1
    ?, 0%, 0.0%, i, 3%, i, -0.8, -28%, -2%
#45 Cc1ccc(N)cc1C
    21%, ., -0.9%, i, -4%, i, 0.8, 0%, -6%
#46 CN1C(=O)NC(=O)C2(CCCC2)C1=O
    1%, ., 0.2%, i, 6%, i, -1.4, 1%, 9%
#47 O=C1NCN(c2ccccc2)C12CCN(C(c1cccs1)c1nnnn1C1CCCCC1)CC2 (configuration not stated)
    ., ., -1.0%, i, 5%, ?, -1.4, ., ?

Compound activity as filed in PubChem BioAssay.

The list is partial; rates above refer to the full screens.
